Compound activity deposited in PubChem by Broad Institute.
PRC2 inh = EZH2/PRC2 methyltransferase inhibitors, primary screen, biochemical, DELFIA time-resolved fluorescence, single point; Histone-lysine N-methyltransferase EZH2 (Homo sapiens), Q15910; PRC2 H3K27 methylation, DELFIA TRF, 1 h; inhibition, % at 12.5 µM; 57,000 tested, 0.35% active; AID 651548, 2012;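 active = mean inhibition of replicates at least 50% and every single replicate also reaching 50%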;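 also: dimethyl H3K27 on biotinylated H3 21-44 peptide detected by antibody; plate controls were median neutral control wells for no effect and median positive control wells for full effect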
Target sequence (Q15910 whole entry, looked up): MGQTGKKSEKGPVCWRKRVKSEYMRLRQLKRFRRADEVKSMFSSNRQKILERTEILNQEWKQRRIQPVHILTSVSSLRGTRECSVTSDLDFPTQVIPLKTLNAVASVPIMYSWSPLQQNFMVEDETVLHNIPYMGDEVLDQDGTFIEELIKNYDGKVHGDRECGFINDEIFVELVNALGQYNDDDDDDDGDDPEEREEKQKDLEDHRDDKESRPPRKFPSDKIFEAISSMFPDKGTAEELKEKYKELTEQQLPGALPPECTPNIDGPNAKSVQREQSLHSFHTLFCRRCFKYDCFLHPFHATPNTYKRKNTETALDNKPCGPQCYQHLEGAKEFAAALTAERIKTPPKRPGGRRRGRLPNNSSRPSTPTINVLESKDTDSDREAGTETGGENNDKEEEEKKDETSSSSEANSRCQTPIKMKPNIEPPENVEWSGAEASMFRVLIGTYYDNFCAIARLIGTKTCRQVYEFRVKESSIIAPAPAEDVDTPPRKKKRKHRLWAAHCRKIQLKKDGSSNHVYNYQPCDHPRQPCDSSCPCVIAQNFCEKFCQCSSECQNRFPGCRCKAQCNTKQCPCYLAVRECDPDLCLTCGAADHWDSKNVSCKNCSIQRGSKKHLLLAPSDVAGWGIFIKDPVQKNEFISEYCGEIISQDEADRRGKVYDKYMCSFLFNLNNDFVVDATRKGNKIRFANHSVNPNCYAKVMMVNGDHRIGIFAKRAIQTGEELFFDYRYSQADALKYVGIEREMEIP
IDH1 mut inh = inhibitors of IDH1 R132H reductase, primary screen, biochemical, plate reader, single point. Isocitrate dehydrogenase [NADP] cytoplasmic (Homo sapiens), O75874. diaphorase/resazurin fluorescence, 60 min. inhibition, % at 10 µM. 70,000 tested, 0.18% active. AID 624101, 2012; in the data active = inhibition above about 34%;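 also: 0% = DMSO and 100% = no enzyme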
Numbers without * were called inactive; nt = not tested or not shown. Some of the compounds tested, so the mix of outcomes need not match the whole.

SMILES | PRC2 inh | IDH1 mut inh
CO[C@H]1CN(C)C(=O)c2cc(NC(=O)C3CCCC3)ccc2OC[C@@H](C)N(C(C)=O)C[C@@H]1C | -9 | nt
COCC(=O)N(C)C[C@@H]1Oc2cc(-c3cccc(F)c3)ccc2S(=O)(=O)N([C@@H](C)CO)C[C@@H]1C | 8 | -4.8
O=C(C[C@H]1C[C@@H]2c3cc(NC(=O)C4CCC4)ccc3O[C@@H]2[C@@H](CO)O1)NCc1cccnc1 | -5 | -0.4
O=C(C[C@@H]1C[C@H]2c3cc(NC(=O)C4CCOCC4)ccc3O[C@H]2[C@H](CO)O1)NCc1cccnc1 | -1 | 1.3
CO[C@@H](CN(C)C(=O)c1cnccn1)[C@@H](C)CN([C@H](C)CO)S(=O)(=O)c1ccc(Cl)cc1 | 3 | 0.2
COCC#Cc1ccc2c(c1)O[C@@H](CN(C)S(=O)(=O)c1ccc(C)cc1)[C@H](C)CN([C@@H](C)CO)S2(=O)=O | nt | -0.1
CCC(=O)N[C@@H]1C=C[C@H](CC(=O)NCc2ccc(OC)cc2)O[C@H]1CO | 8 | 0.2
COc1ccc(S(=O)(=O)N[C@@H]2C=C[C@@H](CC(=O)O)O[C@H]2CO)cc1 | -1 | 0.1
C[C@@H]1CN([C@H](C)CO)C(=O)c2cc(C3=CCCC3)cnc2O[C@H]1CN(C)C(=O)c1ccncc1 | -18 | -0.2
CCC(=O)N(C)C[C@H]1Oc2cc(-c3cncnc3)ccc2S(=O)(=O)N([C@@H](C)CO)C[C@H]1C | -1 | -0.2
OCC1CC(c2ccccc2)=NO1 (stereo not given) | 2 | nt
CO[C@@H]1CN(C)C(=O)c2cc(NC(=O)NC(C)C)ccc2OC[C@H](C)N(Cc2ccccc2)C[C@@H]1C | -6 | 0.3
CCCC(=O)Nc1ccc2c(c1)C(=O)N(C)C[C@H](OC)[C@H](C)CN(Cc1ccccc1)[C@H](C)CO2 | -23 | -0.5
C[C@H]1CN([C@@H](C)CO)C(=O)c2cc(N(C)C)ccc2O[C@@H]1CN(C)Cc1ccc(Cl)c(Cl)c1 | -4 | 1.0
C[C@@H]1CCCCO[C@H](CN(C)C(=O)NC2CCCCC2)[C@@H](C)CN([C@H](C)CO)C(=O)c2cc(NC(=O)Nc3cccc4ccccc34)ccc2O1 | nt | 2.6
CN(C)CC(=O)Nc1ccc2c(c1)[C@H]1C[C@H](CC(=O)NCc3cccc(F)c3)O[C@@H](CO)[C@H]1O2 | -8 | -0.2
O=C(C[C@@H]1C[C@H]2c3cc(NC(=O)NC4CCCCC4)ccc3O[C@H]2[C@@H](CO)O1)NCc1ccccn1 | 4 | 0.1
COc1ccc(S(=O)(=O)Nc2cccc3c2O[C@@H](CN(C)Cc2ccc(C(F)(F)F)cc2)[C@@H](C)CN([C@@H](C)CO)C3=O)cc1 | nt | -1.4
Cc1nc(CSc2nc3sc(C)c(C)c3c(=O)n2-c2ccccc2)cs1 | nt | 0.9
O=C(C[C@@H]1C[C@@H]2c3cc(NC(=O)C4CCOCC4)ccc3O[C@@H]2[C@H](CO)O1)NCc1ccccc1F | -12 | -0.2
CCc1ccc2oc(-c3ccc(C)c(NC(=O)COc4ccccc4)c3)nc2c1 | -16 | 0.5
C[C@H](CO)N1C[C@H](C)[C@@H](CN(C)Cc2ccc(C(=O)O)cc2)OCCCC[C@H](C)Oc2ccc(NS(=O)(=O)c3cccs3)cc2C1=O | nt | 1.9
Cc1cc(C(=O)Nc2cccc3c2O[C@H](CN(C)S(=O)(=O)c2ccc(F)cc2)[C@H](C)CN([C@H](C)CO)C3=O)n(C)n1 | nt | 1.1
C[C@@H]1CN([C@H](C)CO)C(=O)c2cc(-c3cccc(F)c3)cnc2O[C@H]1CN(C)C(=O)Nc1ccccc1F | nt | 0.0
C[C@@H]1CCCCO[C@H](CN(C)S(=O)(=O)c2ccc(F)cc2)[C@@H](C)CN([C@H](C)CO)C(=O)c2cc(NC(=O)CCCN(C)C)ccc2O1 | nt | 1.1
C/C=C/c1ccc2c(c1)O[C@@H](CN(C)C(=O)Cc1ccccc1)[C@H](C)CN([C@H](C)CO)S2(=O)=O | 1 | -3.0
CC(C)c1cn(CC[C@@H]2CC[C@@H](NS(=O)(=O)c3ccc(Cl)cc3)[C@H](CO)O2)nn1 | 7 | 0.2
C[C@@H]1CN([C@@H](C)CO)C(=O)c2cc(NS(=O)(=O)c3ccc(Cl)cc3)ccc2O[C@@H]1CN(C)S(=O)(=O)c1ccc(F)cc1 | nt | 0.6
C[C@@H]1CN([C@@H](C)CO)C(=O)c2cc(NS(=O)(=O)c3ccc(F)cc3)ccc2O[C@@H]1CN(C)C(=O)Nc1ccc(F)cc1 | nt | 1.6
CO[C@@H]1CN(C)C(=O)c2cc(NC(=O)NC(C)C)ccc2OC[C@@H](C)N(C(=O)C2CCC2)C[C@H]1C | -27 | -0.1
Cc1ccc(S(=O)(=O)N(C)C[C@@H]2Oc3c(NC(=O)NC(C)C)cccc3C(=O)N([C@H](C)CO)C[C@@H]2C)cc1 | -4 | -0.7
COc1ccc(CN(C)C[C@H]2Oc3ccc(NS(=O)(=O)c4ccc(Cl)cc4)cc3C(=O)N([C@H](C)CO)C[C@@H]2C)cc1 | 2 | -0.5
C=C1C(=C/C=C2\CCC[C@]3(C)[C@@H]([C@H](C)CCCC(C)(C)O)CC[C@@H]23)C[C@@H](O)C[C@@H]1O | 10 | -0.3
CO[C@@H]1CN(C)C(=O)c2ccc(NC(=O)C3CCOCC3)cc2OC[C@H](C)NC[C@@H]1C | 6 | 0.5
C[C@H]1CN([C@@H](C)CO)C(=O)Cc2cc(NC(=O)Cc3ccccc3)ccc2O[C@H]1CN(C)C(=O)Nc1ccc(C(F)(F)F)cc1 | nt | 0.4
O=C(CN1C(=O)c2ccccc2S1(=O)=O)Nc1ccc2c(c1)OCCO2 | -2 | -0.6
Cc1ccc(S(=O)(=O)N(C)C[C@H]2Oc3ccc(NC(=O)Cc4ccccc4)cc3C(=O)N([C@@H](C)CO)C[C@H]2C)cc1 | -8 | 2.2
CCn1cc(CN(C)C(=S)Nc2sc3c(c2C(=O)OC)CCC(C)C3)c(C)n1 (stereo not given) | -12 | -0.1
C[C@H]1CN([C@@H](C)CO)C(=O)c2cc(C3=CCCCC3)cnc2O[C@@H]1CN(C)S(C)(=O)=O | 7 | nt
CN(C)c1ccc(/C=N/NC(=O)CCCCCCC(=O)Nc2ccccc2O)cc1 | 4 | 0.0
C[C@@H]1CN([C@H](C)CO)S(=O)(=O)c2ccc(C#CCN(C)C)cc2O[C@H]1CN(C)Cc1ccc2c(c1)OCO2 | -7 | -1.5
COC(=O)COc1ccc(NC(=O)c2ccc(NC(C)=O)cc2)cc1 | -5 | 0.0
COc1cccc(NC(=O)N[C@H]2C=C[C@H](CC(=O)Nc3ccccc3)O[C@@H]2CO)c1 | -6 | -0.1
Cc1ccc(S(=O)(=O)N(C)C[C@@H]2OCCCC[C@@H](C)Oc3ccc(NC(=O)Nc4ccccc4)cc3C(=O)N([C@H](C)CO)C[C@H]2C)cc1 | nt | 2.3
C[C@@H]1CN([C@H](C)CO)C(=O)Cc2cc(NC(=O)C3CC3)ccc2O[C@@H]1CN(C)CC1CCCCC1 | nt | 2.4
Cc1noc(C)c1S(=O)(=O)N(C)C[C@@H]1Oc2ccc(NS(=O)(=O)c3ccc(Cl)cc3)cc2C(=O)N([C@@H](C)CO)C[C@@H]1C | nt | 1.5
COc1c2c(c(CSc3nnnn3-c3ccccc3)c(OC)c1OC)C(=O)OC2 | 19 | -3.1
C[C@@H]1CN([C@H](C)CO)C(=O)Cc2cc(NC(=O)Nc3cccc4ccccc34)ccc2O[C@H]1CN(C)C(=O)Nc1cccc2ccccc12 | nt | -0.1
CC(C)NC(=O)Nc1ccc2c(c1)CC(=O)N([C@@H](C)CO)C[C@@H](C)[C@H](CN(C)CC1CCCCC1)O2 | 1 | 0.1
C[C@@H]1CN([C@@H](C)CO)C(=O)c2cc(NC(=O)Cc3cn(C)c4ccccc34)ccc2O[C@@H]1CN(C)S(=O)(=O)c1cccs1 | nt | -23
Oc1ccccc1C=Nc1ccccc1C(F)(F)F | -16 | -0.9
C[C@H]1CN([C@@H](C)CO)C(=O)Cc2cc(N(C)C)ccc2O[C@H]1CN(C)S(C)(=O)=O | 15 | -4.3
CN(C)CC(=O)Nc1ccc2c(c1)[C@H]1C[C@@H](CC(=O)NCc3cc(F)ccc3F)O[C@@H](CO)[C@H]1O2 | -3 | -0.1
Cc1ccc(S(=O)(=O)Nc2ccc3c(c2)C(=O)N([C@H](C)CO)C[C@@H](C)[C@H](CN(C)CC2CC2)O3)cc1 | 9 | nt
CO[C@@H]1CN(C)C(=O)c2ccc(NC(=O)c3ccccc3F)cc2OC[C@H](C)N(C)C[C@@H]1C | 10 | nt
C[C@H](CO)N1C[C@H](C)[C@@H](CN(C)C(=O)Nc2ccccc2)Oc2cc(C#Cc3ccccc3)ccc2S1(=O)=O | nt | -0.1
O=C(C[C@@H]1CC[C@@H](NC(=O)C2CC2)[C@@H](CO)O1)NCc1ccccc1Cl | -3 | -0.1
C[C@H](CO)N1C[C@H](C)[C@@H](CN(C)Cc2ccncc2)Oc2ccc(N(C)C)cc2CC1=O | -12 | 4.9
C[C@H](CO)N1C[C@H](C)[C@H](CN(C)C(=O)Cc2cccnc2)Oc2ncc(C3=CCCCC3)cc2C1=O | nt | 0.5
C[C@H]1CN([C@@H](C)CO)C(=O)c2cccc(NS(C)(=O)=O)c2O[C@@H]1CN(C)C(=O)NC1CCCCC1 | -3 | 0.6

Pulled one by one from above (7):
SMILES | PRC2 inh | IDH1 mut inh
C[C@H](CO)N1C[C@H](C)[C@@H](CN(C)C(=O)Nc2ccccc2)Oc2cc(C#Cc3ccccc3)ccc2S1(=O)=O | nt | -0.1
Oc1ccccc1C=Nc1ccccc1C(F)(F)F | -16 | -0.9
Cc1noc(C)c1S(=O)(=O)N(C)C[C@@H]1Oc2ccc(NS(=O)(=O)c3ccc(Cl)cc3)cc2C(=O)N([C@@H](C)CO)C[C@@H]1C | nt | 1.5
COC(=O)COc1ccc(NC(=O)c2ccc(NC(C)=O)cc2)cc1 | -5 | 0.0
Cc1ccc(S(=O)(=O)Nc2ccc3c(c2)C(=O)N([C@H](C)CO)C[C@@H](C)[C@H](CN(C)CC2CC2)O3)cc1 | 9 | nt
C[C@H]1CN([C@@H](C)CO)C(=O)Cc2cc(N(C)C)ccc2O[C@H]1CN(C)S(C)(=O)=O | 15 | -4.3
C[C@H](CO)N1C[C@H](C)[C@@H](CN(C)Cc2ccncc2)Oc2ccc(N(C)C)cc2CC1=O | -12 | 4.9

Next section.
SMILES | PRC2 inh | IDH1 mut inh
C[C@H](CO)N1C[C@H](C)[C@@H](CN(C)CC2CC2)Oc2ccc(N(C)C)cc2CC1=O | 0 | -0.1
CC1(C)CC(=O)C2=C(C1)NC(SCC(=O)Nc1ccccc1)=C(C#N)C2c1ccco1 (stereo not given) | 4 | 0.9
COc1ccccc1CNC(=O)C[C@H]1C[C@@H]2c3cc(NC(=O)C4CCOCC4)ccc3O[C@@H]2[C@@H](CO)O1 | -3 | 1.1
CC(C)NC(=O)Nc1ccc2c(c1)C(=O)N([C@H](C)CO)C[C@@H](C)[C@H](CN(C)C(=O)Nc1ccc3c(c1)OCO3)OCCCC[C@@H](C)O2 | nt | -1.0
CC(C)CC#Cc1ccc2c(c1)O[C@H](CN(C)S(C)(=O)=O)[C@@H](C)CN([C@H](C)CO)S2(=O)=O | nt | 0.0
C[C@@H]1CN([C@H](C)CO)C(=O)Cc2cc(NC(=O)C3CCCCC3)ccc2O[C@H]1CN(C)S(=O)(=O)c1cccs1 | nt | 0.4
C[C@@H]1CN([C@H](C)CO)C(=O)c2cc(/C=C/c3ccccc3)cnc2O[C@H]1CN(C)C(=O)CN1CCOCC1 | -6 | -2.4
C[C@@H]1CN([C@@H](C)CO)S(=O)(=O)c2ccc(C3=CCCC3)cc2O[C@@H]1CN(C)C | 2 | 0.6
CC1CCc2c(sc(NC(=O)Cn3nc(C(F)(F)F)c4c3CCCCC4)c2C#N)C1 (stereo not given) | 13 | 0.5
C[C@H](CO)N1C[C@H](C)[C@@H](CN(C)S(=O)(=O)c2cccs2)Oc2c(NC(=O)Nc3ccccc3)cccc2C1=O | nt | -5.3
O=C(C[C@H]1CC[C@@H](NC(=O)c2cccc(F)c2)[C@@H](CO)O1)NCCN1CCCC1 | -16 | -0.1
C[C@H](CO)N1C[C@H](C)[C@H](CN(C)C(=O)Nc2ccc(C(F)(F)F)cc2)Oc2ccc(NC(=O)Nc3ccc(F)cc3)cc2C1=O | nt | 1.7
C[C@H](NC(=O)C[C@@H]1C[C@H]2c3cc(N(C)C)ccc3O[C@H]2[C@@H](CO)O1)c1ccccc1 | 2 | -3.8
C[C@@H]1CN([C@H](C)CO)C(=O)c2cc(NC(=O)c3ccncc3)ccc2O[C@H]1CN(C)CC1CCCCC1 | -6 | nt
CC(C)NC(=O)Nc1ccc2c(c1)C(=O)N([C@@H](C)CO)C[C@H](C)[C@@H](CN(C)Cc1ccncc1)OCCCC[C@H](C)O2 | 8 | 3.7
CO[C@@H]1CN(C)C(=O)c2cc(NS(C)(=O)=O)ccc2OC[C@@H](C)N(CC2CCOCC2)C[C@H]1C | 4 | 0.5
